14-3-3g Raf: 14-3-3 gamma protein interaction modulation | P61981 | FP, 14-3-3gamma / TMR-pS259-Raf peptide binding | inhibition, % at 40 µM | 160,000 tested, 0.19% active; in the data active = inhibition above about 30%;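 note: 0% = protein plus tracer without compound and 100% = blank with tracer alone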
Target sequence (P61981 whole entry, looked up): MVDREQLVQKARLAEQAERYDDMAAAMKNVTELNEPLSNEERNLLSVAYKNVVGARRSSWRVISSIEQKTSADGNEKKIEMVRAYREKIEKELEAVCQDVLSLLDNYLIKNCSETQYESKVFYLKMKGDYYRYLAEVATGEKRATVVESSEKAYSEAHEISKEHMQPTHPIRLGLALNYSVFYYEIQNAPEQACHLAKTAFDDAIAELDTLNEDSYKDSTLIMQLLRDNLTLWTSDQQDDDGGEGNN
Starred values were filed as active, the others as inactive; & = joins results of further samples.

SMILES | 14-3-3g Raf
CCOC(=O)CN1C(=O)C(C)(C)Oc2ccc(C(=O)Nc3ccccc3OC)cc21 | -15.6
CCC(=O)N1CCN(C(=O)c2ccccc2)CC1 | -4.3
Cc1cccc(CC(Cc2nc3ccccc3[nH]2)c2nc3ccccc3[nH]2)c1 (stereo not drawn) | -2.9
COCCCN1C(=O)C(=O)/C(=C(/O)c2ccccc2)C1c1ccccc1OC (stereo not drawn) | 0.9
COc1ccc(S(=O)(=O)N2CCC(C(=O)Nc3ccc(C(C)C)cc3)CC2)cc1 | 4.0
Cc1ccc(N2C(=O)CC(NCCc3cccc(F)c3)C2=O)cc1 (stereo not drawn) | 3.5
CS(=O)(=O)N(CC(=O)N1CCC(C(N)=O)CC1)C1CCCCC1 | -8.7
CCCS(=O)(=O)c1c(S(=O)(=O)CCC)c2c3ccccc3ccn2c1C(=O)c1ccc(C)cc1C | -5.4
CS(=O)(=O)N1CCN(c2nc(-c3ccccc3)cs2)CC1 | 4.2
CCOC(=O)CSc1nc2ccc(NC(C)=O)cc2s1 | 3.1
Brc1ccc(C2Nc3c(I)cccc3C3C=CCC32)cc1 (stereo not drawn) | -132.6
Cc1occc1C(=O)Nc1cccc2ccccc12 | -5.4
Cc1cc2ncn(N)c2cc1C | -2.0
COc1ccc(C(=O)N(Cc2ccco2)Cc2cc3cc(C)ccc3[nH]c2=O)cc1OC | 0.3
O=C(O)CS(=O)(=O)CC(=O)O | 2.4
CN(Cc1ccccc1)C(C(=O)NC1CCCCC1)c1ccccc1 (stereo not drawn) | -21.4
Cc1ccc(N2C(=O)C3C4c5ccccc5C(C=Nc5ccc(O)cc5)(c5ccccc54)C3C2=O)cc1 (stereo not drawn) | 28.3
COc1ccccc1CNC(=O)c1ccc2c(=O)n(Cc3ccc(Cl)cc3)c(=S)[nH]c2c1 | -6.8
O=C(Nc1ccc(Cl)c([N+](=O)[O-])c1)C1CC(=O)N(C2CCCCC2)C1 (stereo not drawn) | -5.5
COc1ccccc1CNC(=O)c1ccc2c(c1)N(Cc1ccccc1Cl)C(=O)CS2 | -21.6
CCC(C)Sc1nnc(Cc2cc(=O)[nH]c(=O)[nH]2)n1-c1ccc(OC)cc1 (stereo not drawn) | -5.7
COCCn1c(=S)[nH]c2cc(C(=O)NCc3ccccc3Cl)ccc2c1=O | -2.0
Cc1ccccc1Cn1ccc(NC(=O)c2onc(C)c2Cl)n1 | -4.5
CCN(CC)c1nc(C)nc2sc(C(=O)N3CCN(c4ccccc4)CC3)c(C)c12 | 1.4
O=C(CSc1nnnn1Cc1ccccc1)NCCc1ccccc1 | -5.8

New compounds follow:
SMILES | 14-3-3g Raf
Cc1ccc(OC(=O)c2ccc([N+](=O)[O-])c(C)c2)c(-n2nc3ccccc3n2)c1 | -1.4
COc1cc2c(cc1OC)C(C(=O)NCCCN1CCN(C)CC1)C(c1cccs1)N(C)C2=O (stereo not drawn) | -2.8
CCOc1cc(C=Cc2ccc3cccc(O)c3n2)c(Br)cc1OC | -14.4
Cc1c(NC(=O)C(c2ccccc2)c2ccccc2)cccc1-c1nc2ncccc2o1 | -8.0
CC/C(CC(C)(C)c1ccccc1)=N\O | -5.0
CN(C1CCCCC1)S(=O)(=O)c1ccc2c(c1)c(=O)c(C(=O)NC1CCCCCCC1)cn2C | -5.2
CC(C)CC(=O)Nc1ccc(-c2nc3ccccc3c(=O)o2)cc1 | -6.9
COc1ccc(CCNC(=O)c2sc3ncn(C)c(=O)c3c2C)cc1OC | -11.6
CC1(C)CC2(CCO1)N1CC3([N+](=O)[O-])CN2CC([N+](=O)[O-])(C1)C3(C)C (stereo not drawn) | -3.0
CC(=O)c1n[nH]nc1Nc1nc(C)cc(C)n1 | 2.9
COc1ccc(OCCSc2ncccn2)cc1 | -0.7
COc1cccc(-c2cc(C(=O)NCCCn3ccnc3)c3ccccc3n2)c1 | -5.9
Nc1nnc(CCC(=O)c2ccccc2)s1 | -7.5
CCOC(=O)c1c(NC(=O)c2ccccc2C(=O)O)sc(C)c1-c1ccccc1 | -9.5
COc1cc(CNc2ccc(N3CCOCC3)cc2)cc(Br)c1OCC(=O)N1CCCCC1 | -15.9
O=C(O)CNc1nc2nc[nH]c2c(=O)[nH]1 | -5.5
Cn1nccc1C(=O)Nc1ccc(CC#N)cc1 | 1.0
CCC(Sc1nc(C)cc(C)n1)C(=O)Nc1sc2c(c1C(N)=O)CCCC2 (stereo not drawn) | -3.9
CCOC(=O)Cc1csc(NC(=O)CSc2nnnn2-c2ccc(F)cc2)n1 | -3.5
Cc1ccccc1OCC(=O)Nc1cccc(N(C)S(C)(=O)=O)c1 | 0.2
COc1ccc(Cn2c(=O)[nH]c3cc(C(=O)N4CCN(Cc5ccc6c(c5)OCO6)CC4)ccc3c2=O)cc1 | -0.2
COc1ccc(OCc2nc3ccccc3n2Cc2cccc3ccccc23)cc1 | -121.8
Cn1c(=O)[nH]c(=O)c2c1nc(NCCCn1ccnc1)n2Cc1cccc(Br)c1 | 1.4
COc1ccc(CNC2=CC(=O)OC23CCCCC3)cc1 | -12.9
CCOC(=O)Cc1ccc(N(Cc2ccc(F)cc2)S(=O)(=O)c2cccc(C(F)(F)F)c2)cc1 | -6.6

Carrying on.
SMILES | 14-3-3g Raf
COc1ccc(C(=O)Nc2ccc(Br)cn2)cc1 | -7.7
Cc1cccn2c(=O)c3cc(C(=O)N4CCN(c5ncccc5C(F)(F)F)CC4)sc3nc12 | -1.9
CC(C)Oc1ccccc1C1Nc2ccccc2NC2=C1C(=O)CC(c1ccccc1)C2 (stereo not drawn) | -3.2
Cc1ccccc1NS(=O)(=O)c1ccc2ccccc2c1 | -1.5
COc1ccc(OC)c(CN2C(=O)c3ccccc3C2C(=O)NCc2cccnc2)c1 (stereo not drawn) | 0.6
CCc1nnc(NC(=O)C2CCCCC2)s1 | -18.4
CCOC(=O)C(NC(=O)CC)(Nc1cc(C)on1)C(F)(F)F (stereo not drawn) | -6.7
NC(=O)C1(N2CCCCC2)CCN(C(=O)NC2CCCCC2)CC1 | -3.4
CCOC(=O)NC(NCC(O)c1ccccc1)(C(F)(F)F)C(F)(F)F (stereo not drawn) | -6.0
Cc1ccc(C(=O)C2COC(=O)C2)cc1 (stereo not drawn) | 1.3
Nc1cc(-c2ccccc2)ccc1O | 19.4
O=C(NCc1cccs1)c1csc2ccccc12 | 8.4
CCOc1cc2c(cc1OCC)C1C(C(=O)Nc3cccc(C(F)(F)F)c3)c3ccccc3C(=O)N1CC2 (stereo not drawn) | -8.6
Cc1ccc(C)c(NC(=O)C(=O)NCc2ccco2)c1 | -3.2
CCOc1cc(C2C3=C(CCCC3=O)N(CC)C3=C2C(=O)CCC3)ccc1O | 4.9
O=C(CN1C(=O)COc2ccc(Cl)cc21)NCC1CCCO1 (stereo not drawn) | -2.4
COCCn1nnnc1C(c1ccc(Cl)cc1)N1CCSCC1 (stereo not drawn) | -4.7
CCOC(=O)c1ccccc1NC(=O)CSc1ncc(C(=O)OCC)c(N)n1 | 0.7
Cc1cc2nc(-c3ccc(NC(=O)c4ccc([N+](=O)[O-])c(C)c4)cc3)oc2cc1C | 1.7
O=C(O)CCN1C(=O)SC(Nc2ccc(Cl)cc2)C1=O (stereo not drawn) | 4.9
O=c1cc(-c2ccc(Cl)cc2)[nH][nH]1 | -4.8&-0.1
CCOc1ccccc1C(=O)Nc1cc(C)cc(C)c1 | 2.5
CCn1cnc2cc(NCc3ccncc3)ccc21 | -6.5
NC(=O)CCn1c(=O)oc2ccccc21 | -3.3
O=C(C(=O)c1ccc(O)cc1)c1ccccc1 | -6.9

Next part:
SMILES | 14-3-3g Raf
NC(=O)CSc1nnc(Cn2c(=O)sc3ccccc32)n1CCc1ccccc1 | 4.0
Cc1nc2sc(C(c3ccccc3)N3CCC(O)CC3)c(O)n2n1 (stereo not drawn) | 0.0
O=C(CC1N=C2c3ccccc3N=C(SCc3ccccc3Cl)N2C1=O)NCc1ccco1 (stereo not drawn) | -5.3&-14.0
O=C1CSC(=Nc2ccccn2)N1C1CCCCC1 | -0.3
CCCCC(=O)Nc1nc(-c2ccccc2)c(C)s1 | 11.7
CC1CCCN(S(=O)(=O)c2cccc3nonc23)C1 (stereo not drawn) | -1.4
NC(=O)C1CCN(c2nc(C3CC3)nc3c2nnn3Cc2ccccc2)CC1 | -1.5
Cn1cc(CCCC(=O)NCCC2=CCCCC2)c2ccccc21 | -6.7
O=[N+]([O-])c1ccccc1NCCOc1ccccc1 | -8.0
COc1ccc(Cl)cc1N(CC(=O)Nc1c(C)n(C)n(-c2ccccc2)c1=O)S(=O)(=O)c1ccc(C)c([N+](=O)[O-])c1 | -7.5
CC1=C(C(=O)Nc2ccc(Cl)cc2)C(c2cccs2)n2nnnc2N1 (stereo not drawn) | -10.0
Cc1cc(N2CCCCC2)nc2ccc(NC(=O)CC3CCCCC3)cc12 | -4.9
O=C(CSc1nnc(-c2cccs2)o1)N1CCc2ccccc21 | 2.5
Cc1cc(OCC(=O)Nc2ccccc2)ccc1Br | 1.4
CC1CCC2C(C)C3C(CC4C5CC=C6CC(O)CCC6(C)C5CCC43C)OCN2C1 (stereo not drawn) | -1.7
CC1CCCCN1CCNC(=O)c1cnn2ccccc12 (stereo not drawn) | -0.6
COc1ccc(CNC(=O)C2CCN(C(=O)N(C)C)CC2)c(OC)c1 | -3.4
CN1CCN(CCCNC(=O)CN2N=C(c3ccccc3)CCC2=O)CC1 | -7.0
O=C(NCC1COc2ccccc2O1)c1n[nH]c(=O)c2ccccc12 (stereo not drawn) | -4.7
FC(F)(F)c1nnc2sc(-c3ccncc3)nn12 | -4.8
NC1=NC2(CCC(c3ccccc3)CC2)n2c(nc3ccccc32)N1 (stereo not drawn) | -3.8
CC(=O)Nc1ccc(S(=O)(=O)Nc2cccc(C(=O)NC(C)(C)C)c2)cc1 | 9.8
O=C(NCc1ccccc1)c1cc2ccccc2oc1=O | -3.3
CCc1ccccc1NS(=O)(=O)c1ccc(OC)c(OC)c1 | 13.0
CCOc1ccc(C(=O)Cn2c(=O)n(Cc3ccco3)c(=O)c3cc(Cl)ccc32)cc1Cl | -3.4

Arranged by SMILES length (descending): part of the list above
SMILES | 14-3-3g Raf
COc1ccc(Cl)cc1N(CC(=O)Nc1c(C)n(C)n(-c2ccccc2)c1=O)S(=O)(=O)c1ccc(C)c([N+](=O)[O-])c1 | -7.5
CCOc1ccc(C(=O)Cn2c(=O)n(Cc3ccco3)c(=O)c3cc(Cl)ccc32)cc1Cl | -3.4
O=C(CC1N=C2c3ccccc3N=C(SCc3ccccc3Cl)N2C1=O)NCc1ccco1 (stereo not drawn) | -5.3&-14.0
CC(=O)Nc1ccc(S(=O)(=O)Nc2cccc(C(=O)NC(C)(C)C)c2)cc1 | 9.8
NC(=O)C1CCN(c2nc(C3CC3)nc3c2nnn3Cc2ccccc2)CC1 | -1.5
CC1=C(C(=O)Nc2ccc(Cl)cc2)C(c2cccs2)n2nnnc2N1 (stereo not drawn) | -10.0
COc1ccc(CNC(=O)C2CCN(C(=O)N(C)C)CC2)c(OC)c1 | -3.4
CN1CCN(CCCNC(=O)CN2N=C(c3ccccc3)CCC2=O)CC1 | -7.0
Cc1nc2sc(C(c3ccccc3)N3CCC(O)CC3)c(O)n2n1 (stereo not drawn) | 0.0
O=C(CSc1nnc(-c2cccs2)o1)N1CCc2ccccc21 | 2.5
CCc1ccccc1NS(=O)(=O)c1ccc(OC)c(OC)c1 | 13.0
CC1CCCN(S(=O)(=O)c2cccc3nonc23)C1 (stereo not drawn) | -1.4
FC(F)(F)c1nnc2sc(-c3ccncc3)nn12 | -4.8
CC1CCCCN1CCNC(=O)c1cnn2ccccc12 (stereo not drawn) | -0.6
O=C1CSC(=Nc2ccccn2)N1C1CCCCC1 | -0.3

The list goes on.
SMILES | 14-3-3g Raf
O=C(C1CCN(CC2CCCCC2)CC1)N1CCCC1 | -4.1
COc1ccc2c(c1)CCc1c(C(=O)Nc3ccc(Br)cc3)noc1-2 | -7.8
O=[N+]([O-])c1ccc(N2CCCCC2)cc1NCc1ccc(Cl)cc1 | 7.8
CCOc1cccc2c1NC(c1ccc(C(=O)O)cc1)C1CC=CC21 (stereo not drawn) | -264.4
Cc1ccc(-n2nc3c(c2NC(=O)c2c(-c4ccccc4Cl)noc2C)CSC3)cc1 | -7.3
CCCCS(=O)(=O)Nc1ccc2c(c1)ncn2C1CCCCC1 | 0.0
Cc1nnc(SCC(=O)NCc2cccs2)[nH]c1=O | -7.2
Cc1ccc(OC(=O)NC2CCS(=O)(=O)C2)cc1C (stereo not drawn) | -2.5
Cc1c(C(=O)N2CCc3ccccc32)c(-c2ccccc2)nn1-c1ccccc1 | -11.9
Cc1ccc(-n2c(SCc3ccc(F)cc3)nc3c(c2=O)SCC3)cc1 | -9.7
CCOc1ccc(-n2c(SCC(=O)N3CCOCC3)nc3c(c2=O)SCC3)cc1 | 5.8
Cc1cc(C)nc(NC(=O)C(C)N2C(=O)c3ccccc3C2=O)n1 (stereo not drawn) | 16.6&-5.5
COc1ccc(C2CC(=O)C3=C(C2)NC(C)=C(C(=O)OCc2ccccc2)C3c2cccc([N+](=O)[O-])c2)cc1 (stereo not drawn) | 1.3
Cc1c(C(=O)Nc2cccc(C(F)(F)F)c2)oc2ccc(S(=O)(=O)N3CCOCC3)cc12 | -11.4&-7.8
C=CCNC(=O)c1cnn2c(C)c(Cc3ccccc3)c(C)nc12 | 1.2
CC(C)c1cc(C(=O)Nc2cc(Cl)ccc2O)no1 | -26.5
c1cncc(-c2nnc(-c3cccnc3)nn2)c1 | -7.8
CCOC(=O)C(C)Oc1ccc2c(C)c(Cc3ccccc3)c(=O)oc2c1 (stereo not drawn) | 4.9
O=C(Nc1ccc2nn(-c3cccc(Cl)c3)nc2c1)c1cccc(I)c1 | -32.4
COc1ccc(N2C(=O)CSC2c2cccc(C(F)(F)F)c2)cc1 (stereo not drawn) | -4.1
Cc1cccc(-n2ncc3c(N(CCO)CCO)ncnc32)c1 | -5.1
CCOc1ccc(NC(=O)CSc2nc(-c3cccs3)nc3c2c(=O)n(C)c(=O)n3C)cc1 | -1.1
O=C(CCS(=O)(=O)c1cc(Br)cc2c1N(C(=O)C1CC1)CC2)NCc1ccco1 | -8.9&-11.9
O=C(Nc1cccc2c1C(=O)c1ccccc1C2=O)c1ccc2c(c1)OCCO2 | -7.8
CC1CCCCC1NC(=O)CN1CCN(Cc2ccc(Cl)cc2)C1=O (stereo not drawn) | -2.0
CCCCNC(=O)c1ccc2c(c1)NC(=O)C(N1CCCCC1)S2 (stereo not drawn) | -3.2
CCc1ccccc1NC1c2ccccc2C(=O)N1c1cccnc1 (stereo not drawn) | -5.5
O=C1NNC(=O)C2C3C=CC(C4CC34)C12 (stereo not drawn) | -1.1

A portion of the library (hit frequency here may not be typical).
